Screens (PubChem)
Myeloid diff MLP – myeloid differentiation induction; ER-HoxA9 myeloid progenitors, lysozyme-GFP differentiation, flow cytometry; AID 624256; hit rate 1% among 360,000; calls only at 10 µM;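 active = normalized GFP-positive differentiation at or above the plate's own cutoff, the solvent-only control mean plus 3 SD; inconclusive = no clear call, values can overlap the other calls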;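 also: cells exposed to compound for four days before flow analysis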
Myeloid diff MLP GFP+ MAC1+ % – also measured in Myeloid diff MLP; calls as there; GFP+ MAC1+ double positive, %; measured here: differentiation confirmed by MAC1 staining
Active calls of the source: *; i = inactive; ? = inconclusive; / = not tested or not shown; + = active, no number.

#	smiles	Myeloid diff MLP	Myeloid diff MLP GFP+ MAC1+ %
1	CCC(Sc1nc2ccsc2c(=O)n1Cc1ccc(C(=O)O)cc1)C(=O)Nc1ccc(Cl)cc1 (configuration not stated)	i	1.5
2	CCCNC(=O)C1(C)CCCN(C(=O)c2c(C)noc2C)C1 (configuration not stated)	i	0.8
3	C#Cc1ccc(NC(=O)C2(C)CCN2C(=O)Cc2ccc(-c3ccccc3)cc2)cc1 (configuration not stated)	i	0.8
4	COc1ccc(-c2cc(N3CCN(CCO)CC3)n3nccc3n2)cc1	i	1.1
5	Cc1cc(C)c(Cn2c(=O)[nH][nH]c2=O)cc1Cn1c(=O)[nH][nH]c1=O	i	0.9
6	CC1(C(=O)NCc2ccco2)Cc2c(-c3ccccc3)ccnc2O1 (configuration not stated)	?	/
7	CCc1nc2ccc(C(=O)NCCCN3CCCC3=O)cn2c1N(CCC(C)C)CCN(C)C	i	0.7
8	CCCNC(=O)C1(C)CCCN(Cc2ccc(-n3ccnc3)cc2)C1 (configuration not stated)	i	0.4
9	CCCCc1c(-c2ccc(F)cc2)ncn1CCc1ccccc1OC	i	0.5
10	CC(C)C[C@@H](CN)NC(=O)c1nc[nH]c1C(=O)N[C@@H](Cc1c[nH]c2ccccc12)C(=O)CNC[C@H](C)NC(=O)c1nc[nH]c1C(=O)N[C@@H](CC(=O)O)C(=O)O	i	0.4
11	CCNC(=O)C1(C)CCCN(C(=O)c2cc(-c3cccs3)oc2C)C1 (configuration not stated)	i	0.8
12	COC(=O)CCCN1C(=O)NC(c2ccc(-c3ccccc3)cc2)C(C(=O)OCc2ccccc2)=C1C (configuration not stated)	i	0.8

Rewritten with two lines to a compound: part of the list above
Screens in order – Myeloid diff MLP, Myeloid diff MLP GFP+ MAC1+ %
[3] C#Cc1ccc(NC(=O)C2(C)CCN2C(=O)Cc2ccc(-c3ccccc3)cc2)cc1 (configuration not stated)
  i, 0.8
[4] COc1ccc(-c2cc(N3CCN(CCO)CC3)n3nccc3n2)cc1
  i, 1.1

Following part:
#	smiles	Myeloid diff MLP	Myeloid diff MLP GFP+ MAC1+ %
13	COc1cc2c(cc1OC(C)=O)C(=O)CCCC2	i	1.2
14	C[C@H](CO)N1C[C@H](C)[C@@H](CN(C)C(=O)NC2CCCC2)Oc2cc(Br)ccc2S1(=O)=O	i	0.5
15	CC(=O)NC12CC3CC(C1)CC(C(=O)N1CCN(S(=O)(=O)c4ccccc4C#N)CC1)(C3)C2	i	0.1
16	C[C@H](CO)N1C[C@H](C)[C@@H](CN(C)S(=O)(=O)c2ccc3c(c2)OCCCO3)OCc2cnnn2CCCC1=O	i	0.6
17	COc1ccc(CN2C(=O)COc3ccccc3C2c2nc3ccccc3[nH]2)cc1 (configuration not stated)	i	0.9
18	COc1ccc(C(CNC(=O)CCNS(=O)(=O)c2ccccc2)N2CCOCC2)cc1 (configuration not stated)	i	0.9
19	COc1ccc(CCNC(=O)CN(c2ccccc2)S(=O)(=O)c2ccccc2)cc1	i	0.7
20	Cc1cc(C)c(N2C(=O)CC(Sc3ccccc3N)C2=O)c(C)c1 (configuration not stated)	i	0.5
21	COc1ccc2c(COC(=O)c3ccc(C)c(S(=O)(=O)N4CCOCC4)c3)cc(=O)oc2c1	i	0.3
22	CCCCCCCCCCCCCCCCCCNc1ccn(C2OC(COP(=O)(O)OCC3OC(n4cc(F)c(=O)[nH]c4=O)CC3O)C(O)C2O)c(=O)n1 (configuration not stated)	?	/
23	COc1cccc(Nc2nc(C(N)C(C)C)cs2)n1 (configuration not stated)	i	1.1
24	Cc1c(NS(=O)(=O)c2cccc(C(=O)Nc3cccc(F)c3)c2)c(=O)n(-c2ccccc2)n1C	i	1.3
25	CCOC(=O)C1(C)CCCN(C(=O)c2c(F)ccc(C)c2F)C1 (configuration not stated)	i	0.9
26	O=C(NC1CC1)c1cc(Cl)nc2ccccc12	i	0.9
27	CC(C)Cn1cnc2c(SCCc3ccccc3)nc(N)nc21	i	0.5
28	Cc1ccc2nc(-c3ccc(C#N)cc3)c(Cc3cccc(Cl)c3)n2c1	i	0.5
29	CN(C1CCCCC1)S(=O)(=O)c1ccc2c(c1)c(=O)c(C(=O)O)cn2C	i	0.7
30	COc1cccc(CNC(=O)[C@@H]2CCCN2C(=O)[C@H]2CCCCN2C(=O)c2ccccc2)c1	i	1.3
31	COc1ccccc1Cc1c(-c2cccc(Cl)c2)nc2ccc(Br)cn12	+	2.0*
32	O=C(O)CSc1c(Cl)c(=O)oc2ccc(Cl)cc12	i	0.5
33	Cc1ccc2nc3n(c(=O)c2c1)-c1ncccc1C(=O)NC3Cc1ccccc1 (configuration not stated)	i	0.5
34	COc1ccc(NC(=O)C2Cc3c(-c4cccc(NC(C)=O)c4)ccnc3O2)cn1 (configuration not stated)	?	/
35	O=C(C(O)c1ccccc1)N1CCN(S(=O)(=O)c2ccc(C(F)(F)F)cc2)CC1 (configuration not stated)	i	1.7
36	Cc1ccc(S(=O)(=O)N(C)c2ccc(OCC(=O)OCc3nnc(-c4ccccc4)o3)cc2)cc1	i	0.6
37	C=CCc1ccccc1Oc1cc(OC)nc(N)n1	i	0.8
38	CC(=O)NCCNC(=O)C1Cc2c(-c3ccc(Cl)cc3)ccnc2O1 (configuration not stated)	i	1.3
39	COc1ccc(NC(=O)C2CC2(Cl)Cl)cc1S(=O)(=O)N1CCCCC1 (configuration not stated)	i	1.0
40	Cn1cc(-c2csc(C(C)(O)c3cccc(F)c3)n2)cn1 (configuration not stated)	i	2.2
41	CCOC(=O)C1=CN(CC)S(=O)(=O)NC1c1ccc(C(F)(F)F)cc1 (configuration not stated)	i	1.6
42	COc1ccc(/C=C/C(=O)OCC(=O)N2CCN(S(=O)(=O)c3ccc(C)cc3C)CC2)cc1OC	i	1.2
43	Cc1cccc(C)c1-n1nnnc1C(c1ccccc1OC(F)(F)F)N1CCN(C/C=C/c2ccccc2)CC1 (configuration not stated)	i	1.5
44	O=C(OCc1cn([C@@H]2C[C@H](c3ccc(Cl)cc3)N(C(=O)c3cccs3)C[C@H]2O)nn1)c1ccccc1	i	0.5
45	O=C(NC1CCCC1)C1c2ccccc2OCC(=O)N1CCc1ccccc1 (configuration not stated)	i	1.8
46	CC1CN(C2CCCCC2)C(=S)N(c2ccccc2)C1=O (configuration not stated)	i	1.5
47	CC(C)C(NC(=O)c1ccccc1F)C(=O)NCc1ccc(S(=O)(=O)N2CCOCC2)cc1 (configuration not stated)	i	0.5
48	CC12CCC3C(CCC4CC(O)CCC43C)C1CC(O)C2 (configuration not stated)	i	0.7
49	Cc1cccc(C)c1NC(=O)C1(C)CSCC(=O)N1Cc1cccc(C(F)(F)F)c1 (configuration not stated)	i	1.4
50	NC(=O)c1ncn([C@@H]2O[C@H](CNCc3cc(Br)ccc3OCc3ccccc3)[C@@H](O)[C@H]2O)n1	i	0.5
51	CCN(CC)c1cc2c(c3c1ccn3C)C1CCC2C1 (configuration not stated)	i	1.0
52	Cc1cccc(OCc2nnc(SCC(=O)NCc3ccc4c(c3)OCO4)o2)c1	i	1.6
53	CCOC(=O)C1CCN(C(=O)c2ccccc2)C(CC)C1=O (configuration not stated)	i	1.0
54	Cc1n[nH]c(C)c1S(=O)(=O)N1CCN(S(=O)(=O)c2cccc(F)c2)CC1	i	1.0
55	COc1ccc(C(O)c2nc(-c3ccc4ccccc4c3)cs2)cc1 (configuration not stated)	i	1.1
56	Cc1cccc2c1CCCC2=O	i	0.9
57	COc1ccccc1-c1noc(CCC(=O)Nc2cccnc2)n1	i	0.7
58	CCCS(=O)(=O)NC(=O)C1(C)CCCN(C(=O)c2cccs2)C1 (configuration not stated)	i	2.4
59	CCOC(=O)C1CCN(CC(=O)Nc2cc(S(=O)(=O)N3CCCCC3)ccc2Cl)CC1	i	0.5
60	O=C(Oc1cccc2c(O)cccc12)c1ccco1	i	0.7
61	Cc1cc(C)c(S(=O)(=O)N2CCOC23CCN(S(C)(=O)=O)CC3)c(C)c1	i	1.5
62	Cc1cc(NS(C)(=O)=O)c(=O)n(Cc2cccc(C(F)(F)F)c2)c1	i	1.8
63	Cc1noc(C)c1COc1ccccc1C(=O)NCCc1ccccc1	i	1.9
64	COc1ccc(C(C)(O)c2nc(-c3ccc(OC)c(OC)c3)cs2)cc1 (configuration not stated)	i	0.7
65	CCc1ccc(NC(=O)CN2CCN(c3ccc(OC)cc3)CC2)cc1	i	0.4
66	CCC(C)(C)C1CCC2(CC1)NC(=O)N(CC(=O)N(C)CCOc1ccc(Cl)cc1)C2=O (configuration not stated)	i	1.1
67	O=C(O)c1ccccc1CC(CCc1ccccc1)C(=O)O (configuration not stated)	i	1.0
68	Cc1cc(NC(=O)CSCC(=O)Nc2cc(C(F)(F)F)ccc2N2CCCCC2)no1	i	0.3
69	Cc1ccc(C(=O)OCC(=O)Nc2ccc(Cl)cn2)cc1S(=O)(=O)N1CCOCC1	i	0.7
70	O=C(NCc1ccc(Cl)nc1)c1csc([C@@H]2O[C@H](CO)[C@H](O)[C@H](O)[C@H]2O)n1	i	0.9
71	COc1cc(N2C(=O)C=CC2=O)ccc1N1C(=O)C=CC1=O	i	0.8
72	CCc1nc2ccc(C(=O)NCC3CCCCC3)cn2c1N(C)C(=O)c1cccc(OC)c1	i	1.2

(more compounds)
#	smiles	Myeloid diff MLP	Myeloid diff MLP GFP+ MAC1+ %
73	COc1ccc([C@H]2C[C@H](O)[C@@H](n3cc(-c4ccc(F)cc4)nn3)CN2C(=O)c2cccs2)cc1	i	0.4
74	CCOC(=O)/C=C1/SCC(=O)N1CC(=O)c1ccc[nH]1	i	0.8
75	CCOC1=C2[C@@H](CN(S(=O)(=O)c3ccc(C)cc3)[C@H]2c2cccc3ccccc23)[C@H]2C(=O)N(C3CCCCC3)C(=O)[C@H]2C1	i	1.5
76	CC(C=CC(O)=C1C(=O)CNC1=O)=C[C@@H](C)C1OC2(C)OC(C(=O)C3O[C@@]32C)C1C (some centres not stated)	i	0.9
77	CSc1ccc(OC2(C)CCN(Cc3ccc4c(c3)OCCO4)C2)cc1 (configuration not stated)	i	1.2
78	COc1ccc(NS(=O)(=O)c2cccc(C(=O)NNC(=O)CNC(=O)c3ccccc3Cl)c2)cc1	i	1.4
79	COc1ccc(C(O)c2nc(-c3cccs3)cs2)cc1 (configuration not stated)	i	0.8
80	COc1cc(CC(=O)Nc2c(-c3ccccc3)[nH][nH]c2=O)cc(OC)c1	i	2.3
81	CCN(c1ccccc1)S(=O)(=O)c1cccc(C(=O)NCC(c2ccc(OC)cc2)N2CCCCC2)c1 (configuration not stated)	i	0.1
82	NC(=S)NN=Cc1nccc2c(C(F)(F)F)cccc12	?	/
83	CCCCNC(=O)C1C(c2ccc(OC)cc2)=Nc2ccccc2N1C(=O)c1cccnc1 (configuration not stated)	i	4.3
84	Nc1nc2ccc(Cl)cc2cc1C(=O)NCCc1ccc(Cl)cc1Cl	i	1.5
85	COc1cc(Cl)c(C)cc1NC(=O)CCN1C(=O)NC(C)(C)C1=O	i	0.8
86	OCC1OC(n2ccc3c2ncn2ncnc32)C(O)C1O (configuration not stated)	i	1.5
87	COc1ccc(OCCC(=O)Nc2cc3c(cc2C(=O)O)OCCCO3)cc1	i	0.5
88	O=S(=O)(c1ccccc1)N1CCN(CCOc2ccc(F)cc2)CC1	i	3.5
89	CCCc1nc2ccc(C)cn2c1Cc1ccccc1	i	0.5
90	CC(C)(C)N1C(=O)c2ccccc2NC(=O)C1C(=O)Nc1ccc(N2CCOCC2)cc1 (configuration not stated)	i	2.3
91	CCCCCC(=O)N1C[C@@H](O)[C@H](n2cc(COC(=O)c3ccccc3)nn2)C[C@@H]1c1ccccc1	i	0.7
92	CC(C)(C)OC(=O)N1CCc2onc(-c3ccccc3F)c2C1=O	i	0.8
93	Cc1ccc(NC(=S)N2CCC(C(=O)c3ccc(F)cc3)CC2)cc1C	i	0.6
94	Cc1cc(C(=O)COc2ccc(Br)cc2F)c(C)n1CC1CCCO1 (configuration not stated)	i	1.4
95	COc1ccc(C(=O)O)cc1S(=O)(=O)Nc1cc(C(F)(F)F)ccc1N1CCCCC1	i	0.7
96	Cn1cccc1C(=O)NCc1ccccn1	i	1.2
97	CC(C)OC(=O)N(C)C[C@@H]1OCc2cn(nn2)CCCC(=O)N([C@H](C)CO)C[C@H]1C	i	0.3
98	COc1ccc(-c2cc(=O)c3c(C)cc(O)cc3o2)cc1	i	1.1
99	O=C(O)CCC1C(=O)NC(=O)CC1c1ccccc1 (configuration not stated)	i	0.4
100	C[C@@H]1CCCCO[C@@H](CN(C)C(=O)Nc2ccc3c(c2)OCO3)[C@@H](C)CN([C@H](C)CO)C(=O)c2cc(N(C)C)ccc2O1	i	1.0
101	O=C(CN1C(=O)c2ccccc2S1(=O)=O)Nc1ccc(S(=O)(=O)Nc2ncccn2)cc1	i	1.0
102	CCCCN1CC(COCc2ccccc2)Oc2cccc(OCCN3C(=O)[C@@H]4[C@H](C3=O)C3C=C[C@H]4C3)c2S1(=O)=O (some centres not stated)	i	0.8
103	CCCc1cc(NCCOCCO)n2c(nc3ccccc32)c1C#N	i	1.2
104	CCc1nc2c(OCc3cccc(OC)c3)cccn2c1N(C)C(=O)c1ccccc1F	i	0.4
105	COCCN1C(=O)c2ccccc2C1c1nnnn1Cc1ccccc1 (configuration not stated)	i	1.5

5 entries from above, with two lines to a compound.
Second line of a record – Myeloid diff MLP	Myeloid diff MLP GFP+ MAC1+ %
[56] Cc1cccc2c1CCCC2=O
 : i	0.9
[57] COc1ccccc1-c1noc(CCC(=O)Nc2cccnc2)n1
 : i	0.7
[58] CCCS(=O)(=O)NC(=O)C1(C)CCCN(C(=O)c2cccs2)C1 (configuration not stated)
 : i	2.4
[59] CCOC(=O)C1CCN(CC(=O)Nc2cc(S(=O)(=O)N3CCCCC3)ccc2Cl)CC1
 : i	0.5
[60] O=C(Oc1cccc2c(O)cccc12)c1ccco1
 : i	0.7

Not all compounds are listed; the hit share may differ from the screen's.
